# Screens (PubChem BioAssay)
# PGC1a acetyl inh: inhibitors of PGC1a acetylation signal, primary screen, cell-based, U2OS, AlphaScreen, inhibitor mode; hit rate 0.17% among 350,000; inhibition, % at 15.6 µM; AlphaScreen anti-acetyl-lysine; with virally co-expressed GCN5 acetyltransferase;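 active = every replicate shows inhibition of at least 40%; inconclusive = mean inhibition at least 40% but some replicate below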;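 note: 0% = neutral control wells and 100% = positive control wells; some results beyond the cut were filed as inactive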
# RAD52 inh: RAD52 DNA annealing inhibitors, primary screen, biochemical, FRET, single point, set 2; recombinant RAD52 DNA annealing, FRET fluorescence; hit rate 0.46% among 360,000; inhibition, % at 18.7 µM;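 active = every replicate showing at least 50% inhibition; inconclusive = mean inhibition at least 50% but not in every replicate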
# Target sequence (P43351 whole entry, looked up): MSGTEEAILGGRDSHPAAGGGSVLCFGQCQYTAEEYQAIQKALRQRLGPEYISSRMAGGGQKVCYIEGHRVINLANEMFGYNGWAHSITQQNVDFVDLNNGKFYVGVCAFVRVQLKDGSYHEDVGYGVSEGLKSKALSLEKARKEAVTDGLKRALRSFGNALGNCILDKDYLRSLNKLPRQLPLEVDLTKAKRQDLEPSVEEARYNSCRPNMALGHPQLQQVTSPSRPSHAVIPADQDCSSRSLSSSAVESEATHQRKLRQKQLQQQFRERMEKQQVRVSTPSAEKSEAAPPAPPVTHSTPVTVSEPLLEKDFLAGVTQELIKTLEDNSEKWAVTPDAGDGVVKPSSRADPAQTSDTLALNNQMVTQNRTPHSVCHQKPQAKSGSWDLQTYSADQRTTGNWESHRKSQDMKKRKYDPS
# E-sel inducer: E-selectin induction in HUVECs, primary screen, imaging, HUVEC, immunofluorescence imaging, single point; activation, % at 7.58 µM; AID 686992, 2013; hit rate 0.37% among 260,000; P16581; normalized: neutral wells 0, TNF-alpha wells 100;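 active = mean E-selectin-positive cell signal at least 10% of the positive control, reached in at least 60% of replicates, without over 20% cell loss; inconclusive = no rule given, readout overlaps actives, possibly toxicity-flagged; inactive = the rest, including those meeting only one limit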;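 note: in these data hits start at about 27%; measured in HUVEC primary endothelial cells; signal is the percent of cells scored E-selectin positive by PE staining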
# Target sequence (P16581 whole entry, looked up): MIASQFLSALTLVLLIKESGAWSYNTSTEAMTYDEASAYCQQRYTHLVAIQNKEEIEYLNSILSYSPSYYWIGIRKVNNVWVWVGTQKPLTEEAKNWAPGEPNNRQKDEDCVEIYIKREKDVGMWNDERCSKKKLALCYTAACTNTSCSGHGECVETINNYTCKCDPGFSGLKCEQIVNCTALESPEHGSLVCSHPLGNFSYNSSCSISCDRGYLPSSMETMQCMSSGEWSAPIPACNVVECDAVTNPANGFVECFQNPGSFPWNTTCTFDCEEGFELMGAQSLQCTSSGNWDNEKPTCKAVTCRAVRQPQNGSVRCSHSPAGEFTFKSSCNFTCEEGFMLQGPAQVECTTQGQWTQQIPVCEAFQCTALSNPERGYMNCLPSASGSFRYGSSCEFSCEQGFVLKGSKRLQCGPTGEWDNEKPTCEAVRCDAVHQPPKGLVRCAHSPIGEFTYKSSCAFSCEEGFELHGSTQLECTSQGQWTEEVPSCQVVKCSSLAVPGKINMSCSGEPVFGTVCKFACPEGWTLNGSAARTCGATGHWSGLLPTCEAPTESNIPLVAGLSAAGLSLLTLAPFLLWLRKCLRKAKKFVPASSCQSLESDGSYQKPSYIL
#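 Test system: HUVEC; input: 3,000 HUVEC/well; measured by: immunofluorescence imaging; read-out: % PE-positive cells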
# Starred values were filed as active, the others as inactive; ? = inconclusive; & = joins results of further samples. These rows are one share of the data; the hit share may differ from the screen's.
SMILES,PGC1a acetyl inh,RAD52 inh,E-sel inducer
COc1ccc2c3c([nH]c2c1)[C@@H](CO)NCC31CN(S(=O)(=O)c2cccs2)C1,-3,13,0.0
Cn1cccc1/C=C1\SC(=S)N(NC(=O)c2ccccc2O)C1=O,1,-60,-0.4
COc1ccc2c3c([nH]c2c1)[C@H](CO)N(S(C)(=O)=O)CC31CCN(C(=O)c2ccncc2)CC1,10,-12,-0.1
N#C/C(=C\c1ccc(OCc2cccc(C(=O)O)c2)cc1)C(=O)NCc1ccco1,0,-20,-1.4
CCC(=O)N1CC(=O)N2[C@@H](CO)[C@H](c3ccc(-c4ccc(C#N)cc4)cc3)[C@@H]2C1,-1,-16,-0.1
CCOC(=O)c1cc(C)nc(S(C)(=O)=O)c1C#N,-24,-21,2.0
O=C(c1cccc(F)c1)N1CC2(C1)[C@H](c1ccccc1)[C@@H](CO)N2Cc1ccccn1,9,2,-0.1
COc1ccc(CC(=O)NC(C)CCc2ccccc2)cc1 (stereo not drawn),-10,8,-3.5
O=C(O)C(Cc1ccccc1)N1C(=O)c2c(Cl)c(Cl)c(Cl)c(Cl)c2C1=O (stereo not drawn),-3,-13,0.4
Cc1ccc(S(=O)(=O)N(C)C[C@@H]2Oc3c(NC(=O)CCCCCC(=O)Nc4ccccc4N)cccc3C(=O)N([C@H](C)CO)C[C@@H]2C)cc1,0,11,-0.3
CO[C@@H]1CN(C)C(=O)c2cc(NS(C)(=O)=O)ccc2OC[C@H](C)N(S(C)(=O)=O)C[C@@H]1C,8,-5,0.2
O=C(Cc1cccnc1)N1CC(=O)N2[C@H](CO)[C@@H](c3ccc(C#CC4CCCCC4)cc3)[C@H]2C1,?,11,0.3
O=C(Nc1ccc(F)cc1)N1CC(=O)N2[C@H](CO)[C@H](c3ccc(-c4ccccc4)cc3)[C@H]2C1,11,-1,0.4
O=C(Cc1cccnc1)N1CC(=O)N2[C@H](CO)[C@H](c3ccc(/C=C/c4ccccc4)cc3)[C@@H]2C1,0,5,0.4
CS(=O)(=O)c1ccc2nc(NC(=O)c3ccc(=O)[nH]c3)sc2c1,3,-54,-0.2
Cc1ccc(-c2nc(-c3cccnc3)sc2CC(=O)O)cc1,2,-4,1.3
CN(C)CC#Cc1ccc([C@@H]2[C@H](CO)N3C(=O)CN(C(=O)c4cccnc4)C[C@@H]23)cc1,4,17,0.6
O=C(CCn1c(=S)oc2ccccc21)NC1CCCCC1,1,3,-1.5
CCC(=O)N1CC(=O)N2[C@H](CO)[C@@H](c3ccc(-c4ccc(C#N)cc4)cc3)[C@H]2C1,1,-13,-0.3
Cc1ccc(S(=O)(=O)N[C@@H]2CC[C@H](CC(=O)NCCCN(C)C)O[C@H]2CO)cc1,-11,5,1.8
S=c1[nH]nc(Cc2ccc(Cl)cc2)o1,1,1,-0.7
O=C(NC1CCCC1)N1CC(=O)N2[C@H](CO)[C@@H](c3ccc(-c4cccc(F)c4)cc3)[C@@H]2C1,6,3,-0.5
CC1=C(C(=O)OC(C)C)C(c2ccc(C)o2)C(C(=O)OC(C)C)=C(C)N1,3,-30,2.6
CCCc1ccc(C(=O)NNc2ccccc2F)cc1,0,-7,55*
Cc1ccc(-n2c(C)cc(/C=N/NC(=O)c3ccncc3)c2C)cc1C,6,-65,-2.8
CC(=O)Nc1nc(C)c(C(C)C)s1,7,-6,-0.4
O=C(c1ccncc1)N1CC2(C1)[C@@H](c1ccccc1)[C@H](CO)N2C(=O)c1ccncc1,6,-10,-0.1
CN(Cc1ccco1)C(=O)Cn1nc(-c2ccc(Cl)cc2)ccc1=O,10,-9,5.2
COc1cccc(NC(=O)CNC(=O)c2ccc([N+](=O)[O-])cc2)c1,5,-9,-1.6
COCC#Cc1ccc([C@H]2[C@H]3CN(C(=O)C4CCOCC4)CC(=O)N3[C@H]2CO)cc1,14,1,0.3
C=CCn1c(=S)[nH]c2scc(-c3ccco3)c2c1=O,-7,-46,4.8
COc1ccc2c3c([nH]c2c1)[C@H](CO)N(C(=O)c1ccc(F)cc1)CC31CN(S(=O)(=O)c2cccs2)C1,-4,22,0.1
COc1ccc2c3c([nH]c2c1)[C@H](CO)N(C(=O)c1ccncc1)CC31CN(C(=O)c2ccncc2)C1,?,14,-0.2
O=C(NC1CCCC1)N1CC(=O)N2[C@H](CO)[C@@H](c3ccc(-c4cccc(F)c4)cc3)[C@H]2C1,1,-11,-0.6
CCOC(=O)c1cc(=O)c2ccc(OCC(=O)Nc3ccc(F)cc3)cc2o1,26,-10,-0.1
COc1ccc(CCNC(=O)Cn2ccc3c(OC)cccc3c2=O)cc1OC,1,-18,4.1

# Ordered by SMILES length (low to high): three of the compounds above
SMILES,PGC1a acetyl inh,RAD52 inh,E-sel inducer
C=CCn1c(=S)[nH]c2scc(-c3ccco3)c2c1=O,-7,-46,4.8
CN(Cc1ccco1)C(=O)Cn1nc(-c2ccc(Cl)cc2)ccc1=O,10,-9,5.2
COCC#Cc1ccc([C@H]2[C@H]3CN(C(=O)C4CCOCC4)CC(=O)N3[C@H]2CO)cc1,14,1,0.3

# Additional records follow:
SMILES,PGC1a acetyl inh,RAD52 inh,E-sel inducer
Cn1c(SCC2CCCO2)nnc1-c1cccc([N+](=O)[O-])c1 (stereo not drawn),3,-6,4.2
O=C(Nc1ccc2c(c1)OCO2)N1C[C@@H]2N[C@H](C1)C2c1ccc(-c2ccccc2)cc1 (stereo partly drawn),11,68*,0.0
Cc1cc(O)c(C(C)C)cc1N=Cc1ccccc1O,7,-15,-0.5
COc1ccc2c3c([nH]c2c1)[C@@H](CO)N(Cc1ccc(F)cc1)CC31CN(Cc2ccccn2)C1,2,-39,0.9
COc1ccc(C2c3ccc(O)cc3Oc3ncn4nc(-c5cccnc5)nc4c32)cc1OC (stereo not drawn),10,-12,0.2
CN(C)S(=O)(=O)c1cccc(-c2nn(-c3ccccc3)cc2/C=C2\SC(=S)N(CC(=O)O)C2=O)c1,3,-16,-0.5
CCS(=O)(=O)N1CC2(C1)[C@@H](c1ccccc1)[C@@H](CO)N2C(=O)C1CCC1,1,-19,0.1
Cc1ccc(S(=O)(=O)Nc2cccc3c2O[C@@H](CN(C)Cc2ccc(C(=O)Nc4ccccc4N)cc2)[C@H](C)CN([C@@H](C)CO)C3=O)cc1,7,14,0.1
CC(C)c1ccc(N=C2NN=C(c3cccs3)CS2)cc1,-1,-5,3.6
Cc1ccc(NC(=S)NCCN(C2CCCCC2)C2CCCC2)cc1,6,13,-0.5
COc1ccc(C#Cc2ccc([C@@H]3[C@H](CO)N4C(=O)CN(C(C)=O)C[C@@H]34)cc2)cc1,-1,-18,0.0
O=C(COC(=O)c1ccc(F)cc1)Nc1ccc(Cl)cn1,-6,-4,1.5
O=C1NC(=Nc2cccc(O)c2)S/C1=C\c1cccnc1,7,-20,-0.5
COc1ccccc1-c1nnc(SCC(=O)NCc2cccs2)n1N,4,-6,2.2
O=C(c1ccncc1)N1CC2(C1)[C@@H](c1ccccc1)[C@H](CO)N2C(=O)CC1CC1,10,-4,0.1
COc1cc(/C=N/Nc2nc(=O)[nH]nc2C)ccc1O,3,-21,2.2
CSCCC(N=C(NS(=O)(=O)c1ccccc1)c1ccccc1)C(=O)O (stereo not drawn),-5,-17,-1.6
COc1ccc2c3c(n(C)c2c1)[C@H](CO)N(C(=O)CN1CCOCC1)CC31CN(C)C1,0,-2,-0.1
N#C[C@@H]1[C@H](c2ccccc2-c2cccc(F)c2)[C@H](CO)N1C(=O)C1CCCCC1,-4,-31,0.0
COc1ccc2c3c([nH]c2c1)[C@@H](CO)N(C(=O)Nc1cccc(F)c1)CC31CCN(S(=O)(=O)c2cccc(C)c2)CC1,-15,-3,0.0
Cc1nc([N+](=O)[O-])c(Br)n1Cc1ccccc1,8,-15,-0.3
COc1ccc(C2c3ccc(O)cc3Oc3ncn(Cc4ccccc4)c(=N)c32)cc1OC (stereo not drawn),36,-10,0.7
COc1ccc2c3c(n(C)c2c1)[C@@H](CO)N(C(=O)CN1CCOCC1)CC31CN(C)C1,0,0,0.5
O=C(Nc1ccc2c(c1)OCO2)c1cc(-c2cccnc2)nc2ccccc12,6,2,1.6
CC(C)c1ccc(CN(C(=O)/C=C/c2ccco2)C2CCS(=O)(=O)C2)cc1 (stereo not drawn),13,-18,0.0
CC(=O)Nc1ccc(NC(=S)Nc2ccc(Br)cc2)cc1,-13,-19,4.4
CN(C)CC#Cc1ccc([C@H]2[C@H]3CN(C(=O)Cc4ccccc4)CC(=O)N3[C@H]2CO)cc1,-1,3,-0.4
COc1ccc2c3c(n(C)c2c1)[C@H](CO)N(S(=O)(=O)c1ccc(C)cc1)CC31CCN(C)CC1,-28,16,0.1
O=C(c1cccc(F)c1)N1CC2(C1)[C@H](c1ccccc1)[C@H](CO)N2Cc1ccccn1,0,-11,0.5
COc1ccc2c3c([nH]c2c1)[C@H](CO)NCC31CCN(C(=O)Nc2ccccc2F)CC1,2,30,-0.1
O=C(C[C@H]1C=C[C@@H](NS(=O)(=O)c2ccccc2)[C@@H](CO)O1)NCc1ccc(Cl)c(Cl)c1,-2,-11,-0.5&1.4
Cc1cccc(-c2ccc([C@@H]3[C@@H](CO)N4C(=O)CN(C(=O)NC5CCCCC5)C[C@H]34)cc2)c1,2,-7,0.3
CC(=O)c1ccc(NC(=O)Nc2ccc(Br)cc2C)cc1,7,5,-2.8
COc1ccc(SCCC(=O)NCc2ccncc2)cc1,-7,-14,0.1
CCC(C)Nc1nc(C)nc2c1oc1ccccc12 (stereo not drawn),17,-13,0.2
Nc1cc(-c2ccc(Br)cc2)nn1Cc1ccccc1,10,-16,-1.3
CCOC(=O)C1=C(c2ccccc2)Nc2ncnn2C1c1ccc(O)cc1 (stereo not drawn),-6,-7,-1.2
CC(C)CC#Cc1ccc([C@H]2[C@@H](CO)N3C(=O)CN(C(=O)CN4CCOCC4)C[C@H]23)cc1,-3,3,0.0
COc1ccc(CCn2cnc3c([nH]c4ccccc43)c2=O)cc1,0,-11,7.0
O=C(O)COc1ccccc1/C=N/NC(=O)CSc1nnc(SCc2cccc3ccccc23)s1,-5,-19,-0.2
COc1ccc(NC(=O)c2oc3ccc(S(=O)(=O)N4CCOCC4)cc3c2C)c(OC)c1,9,-11,-0.3
CC(C)CC#Cc1ccc([C@H]2[C@H](CO)N3C(=O)CN(C(=O)Nc4cc(F)ccc4F)C[C@@H]23)cc1,?,5,-0.1
CC12CN3CCN(CC(C3)/C1=N\NC(=O)c1ccccc1N)C2,-4,-13,0.0
Cc1nn2c(N3CCN(CCO)CC3)c3c(nc2c1-c1ccccc1)CCCC3,-32,4,1.0
CC(C)NC(=O)N1CC2(C1)[C@H](c1ccccc1)[C@@H](CO)N2Cc1ccccc1,-4,-7,-0.1
COc1ccc2c3c(n(C)c2c1)[C@@H](CO)N(C)CC31CN(C(=O)Nc2c(C)noc2C)C1,-2,5,0.2
Cc1ccc(-c2cc(C(=O)Nc3ccc(S(=O)(=O)N4CC(C)OC(C)C4)cc3)[nH]n2)c(O)c1 (stereo not drawn),4,-15,0.9
Cn1cc(/C=N/NC(N)=S)c2ccccc21,-23,-2,-0.1
C/C=C/c1ccc([C@@H]2[C@H]3CN(Cc4ccc(C(=O)OC)cc4)CC(=O)N3[C@H]2CO)cc1,16,-4,0.0
Cc1ccc(S(=O)(=O)NNC(=S)Nc2cccc(F)c2)cc1,1,-4,0.0
O=C1NC(=Nc2ccccc2)CS1,4,-17,0.0

# Of the compounds above, these have two or more sulfur atoms.
SMILES,PGC1a acetyl inh,RAD52 inh,E-sel inducer
COc1ccc2c3c([nH]c2c1)[C@@H](CO)NCC31CN(S(=O)(=O)c2cccs2)C1,-3,13,0.0
Cn1cccc1/C=C1\SC(=S)N(NC(=O)c2ccccc2O)C1=O,1,-60,-0.4
CO[C@@H]1CN(C)C(=O)c2cc(NS(C)(=O)=O)ccc2OC[C@H](C)N(S(C)(=O)=O)C[C@@H]1C,8,-5,0.2
CS(=O)(=O)c1ccc2nc(NC(=O)c3ccc(=O)[nH]c3)sc2c1,3,-54,-0.2
C=CCn1c(=S)[nH]c2scc(-c3ccco3)c2c1=O,-7,-46,4.8
COc1ccc2c3c([nH]c2c1)[C@H](CO)N(C(=O)c1ccc(F)cc1)CC31CN(S(=O)(=O)c2cccs2)C1,-4,22,0.1
CN(C)S(=O)(=O)c1cccc(-c2nn(-c3ccccc3)cc2/C=C2\SC(=S)N(CC(=O)O)C2=O)c1,3,-16,-0.5
CC(C)c1ccc(N=C2NN=C(c3cccs3)CS2)cc1,-1,-5,3.6
COc1ccccc1-c1nnc(SCC(=O)NCc2cccs2)n1N,4,-6,2.2
CSCCC(N=C(NS(=O)(=O)c1ccccc1)c1ccccc1)C(=O)O (stereo not drawn),-5,-17,-1.6
O=C(O)COc1ccccc1/C=N/NC(=O)CSc1nnc(SCc2cccc3ccccc23)s1,-5,-19,-0.2
Cc1ccc(S(=O)(=O)NNC(=S)Nc2cccc(F)c2)cc1,1,-4,0.0
